LYP phosphatase: inhibition of human PTPN22 tyrosine phosphatase – biochemical, DiFMUP fluorescence, recombinant catalytic domain, 10 µM, primary screen (AID 606); 52,000 tested, under 10 active; recombinant LYP catalytic domain, DiFMUP fluorescence; higher % means a stronger effect; inhibition, % at 10 µM; hits with a dose series show IC50 in µM;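 active = IC50 under 40 µM in the dose-response test; inactive = IC50 of 40 µM or more, or never dose-tested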
TNAP inhibition: inhibition of tissue-nonspecific alkaline phosphatase – biochemical, luminescent (AID 518) | purified TNAP enzyme, luminescent substrate readout; higher % means a stronger effect | one-dose inhibition, % at 20 µM; IC50 in µM for titrated hits | 0.09% of 64,000 active; in the data active = a potency from the dose series; inactive = the rest, 99 in 100 with inhibition below about 22%;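 also: plate controls were vehicle for no effect and reference inhibitor for full effect; many of its hits are not listed in these tables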
Spn PMK inh: inhibitors of Streptococcus pneumoniae phosphomevalonate kinase; purified PMK, PK/LDH-coupled NADH absorbance 340 nm; 0.49% of 65,000 active; inhibition, % at 10 µM;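 active = top-ranked compounds by inhibition in the single 10 µM screen, taking a fixed number of the strongest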;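 also: 0% = full reaction with DMSO carrier and 100% = background rate without enzyme reaction; no value below 0 was filed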
HT1080 viability: cytotoxicity in HT1080 fibrosarcoma cells, cell-based, fluorescence readout (AID 620); HT1080 viability, fluorescence; higher % means a stronger effect; one-dose cytotoxicity, % at 10 µM; EC50 in µM for titrated hits; 0.42% of 87,000 active;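 also: cells exposed to compound overnight then 4 h with Alamar Blue; 0% = vehicle DMSO and 100% = killing control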
MK inhibit: blocks S. pneumoniae mevalonate kinase | purified MK, PK/LDH-coupled NADH absorbance 340 nm | inhibition, % at 10 µM | 0.48% of 65,000 active | AID 555;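 active = ranked among the strongest by inhibition in the single 10 µM screen, a fixed top-ranked set picked for dose follow-up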; also: no value below 0 was filed
HPDE-C7 cytotoxicity: HPDE-C7 pancreatic duct cell viability loss – fluorescence, HTS (AID 430) | 1.8% of 63,000 active | one-dose cytotoxicity, % at 10 µM; EC50 in µM for titrated hits | HPDE-C7 pancreatic duct cells viability, fluorescence; higher % means a stronger effect;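 also: cells exposed to compound for 48 hours before viability readout; 0% = vehicle and 100% = reference cytotoxic drug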
HPDE-C7K KRASV12: viability loss of HPDE-C7K cells – cell-based, fluorescence, HTS, primary screen (AID 431); HPDE-C7K KRASV12 cells, Alamar Blue viability, 48 h; higher % means a stronger effect; cytotoxicity, % at 10 µM; hits with a dose series show EC50 in µM; 1.7% of 63,000 active;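 active = compounds whose percent cytotoxicity in the single-dose primary screen, scaled between solvent and toxic-drug controls, exceeds 50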;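 also: 0% = DMSO solvent wells and 100% = doxorubicin-treated wells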
Bfl-1 displacement: Bfl-1 inhibitors, primary screen, biochemical, fluorescence polarization, FITC-Bid, mouse (AID 432); FITC-Bid BH3 peptide fluorescence polarization displacement; higher % means a stronger effect; displacement, % at 20 µM; hits with a dose series show IC50 in µM; 0.02% of 64,000 active; in the data active = a potency from the dose series; inactive = the rest, 99 in 100 with displacement below about 15%; also: strong numbers were not always called active
Spn DPM-DC inh: S. pneumoniae DPM-DC inhibition. calls only at 10 µM. AID 556. purified DPM-DC, PK/LDH coupled NADH fluorescence. 0.49% of 65,000 active;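 active = the 320 compounds with the highest percent inhibition in the single-dose primary screen, excluding strongly autofluorescent ones, cut at about 32% in these data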;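 also: kinetic rate of NADH fluorescence loss reporting ADP formed by the decarboxylase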
Spn PMK inh pilot replicates: also measured in Spn PMK inh; calls as there; inhibition, %; measured here: pilot screen replicates
MK inhibit pilot replicates: second read-out of MK inhibit, no call of its own (marks repeat the call); inhibition, %; measured here: pilot screen replicates
Spn DPM-DC inh pilot screen %: further read-out of Spn DPM-DC inh, marked with its call; inhibition, %; measured here: pilot screen trials
Active calls of the source: *; i = inactive; . = no result given. Rule as the data show it, unless noted: active = cytotoxicity above about 50%; inactive = the rest.

Values run as follows: Spn DPM-DC inh pilot screen %	Spn PMK inh	HPDE-C7K KRASV12	LYP phosphatase	Spn DPM-DC inh	MK inhibit	Spn PMK inh pilot replicates	HPDE-C7 cytotoxicity	Bfl-1 displacement	MK inhibit pilot replicates	HT1080 viability	TNAP inhibition
> COc1ccc(NC(=O)Cn2nnc(-c3ccccc3NC(=O)c3cccs3)n2)cc1
  .	12	10%	.	.	0	.	0%	-4%	.	-14%	4%
> Oc1ccccc1C1=Nc2ncnn2C(c2ccc(F)cc2)C1 (centres undefined)
  .	10	.	.	i	6	.	.	2%	.	8%	17%
> CC1SC(c2cccc(Cl)c2)NC1=O (centres undefined)
  .	0	6%	.	i	8	.	-9%	-6%	.	.	11%
> CCP(=O)(c1ccccc1)C(C)(C)O (centres undefined)
  .	10	-24%	.	i	2	.	-16%	1%	.	5%	1%
> COc1ccc(OC)c(S(=O)(=O)N2CCC(C(=O)Nc3cccc(C)c3C)CC2)c1
  .	3	-11%	-7%	i	7	.	-14%	2%	.	0%	-4%
> CCNC(=O)CC1C(=O)N(c2cccc(OC)c2)C(=O)N1CCOC (centres undefined)
  .	3	3%	21%	i	3	.	8%	-1%	.	6%	6%
> Cc1csc(SCC(=O)Nc2ccc(Cl)cn2)n1
  .	10	-6%	-3%	i	0	.	-4%	5%	.	0%	13%
> CSc1nccn1CC(=O)Nc1ccc(F)cc1
  .	11	7%	6%	i	3	.	12%	-3%	.	7%	5%
> Cc1ccc(N2CCN(CCc3nc4cc(NC(=O)c5ccco5)ccc4n3C)CC2)cc1
  .	0	6%	6%	i	7	.	10%	-6%	.	-23%	5%
> Cc1cc(C(=O)CSc2nnc(Nc3ccccc3F)s2)c(C)n1CC1CCCO1 (centres undefined)
  .	4	-10%	9%	i	7	.	-7%	6%	.	6%	2%
> Cc1[nH]c2ccccc2c1C(=O)COC(=O)C1CCC(=O)N1 (centres undefined)
  .	13	-7%	6%	i	5	.	4%	0%	.	-4%	2%
> COC(=O)CCC(=O)c1oc2ccccc2c1NC(=O)CCCN1C(=O)c2ccccc2C1=O
  .	0	1%	.	i	0	.	5%	-8%	.	-5%	6%
> COc1ccc(OC)c(NC(=O)c2nnn(Cc3ccc(Br)cc3F)c2N)c1
  2.5	0	16%	1%	i	6	2.5	19%	6%	3.0	-4%	7%
> COc1ccc(Oc2nc(Oc3ccc(OC)cc3)nc(Oc3ccc(OC)cc3)n2)cc1
  3.5	0	-14%	0%	i	3	0.0	-2%	6%	4.0	10%	11%
> C/C=C/c1ccc(OCCn2cncn2)c(OC)c1
  0.0	0	-3%	13%	i	7	0.0	-19%	-3%	0.0	-7%	15%
> CCOc1ccc(NC(=O)C(CC)NC(=O)c2ccccc2CO)cc1 (centres undefined)
  .	23	1%	0%	i	0	.	-11%	-3%	.	29%	3%
> CCOc1cc(N2CCOCC2)c(OCC)cc1NC(=O)CSc1cccc[n+]1[O-]
  3.0	10	-6%	7%	i	0	4.5	-17%	1%	2.0	-5%	10%
> O=S(=O)(NCC1CCCO1)c1cccc(C(F)(F)F)c1 (centres undefined)
  2.5	22	14%	-12%	i	0	0.0	-19%	-4%	4.0	3%	10%
> CCOCCn1c(CN2CCN(c3ccccc3)CC2)nc2c1c(=O)n(C)c(=O)n2C
  .	9	.	14%	i	0	.	.	.	.	1%	.
> COc1cccc(NC(=O)Nc2cc(C)ccc2F)c1
  .	0	9%	1%	i	17	.	-5%	-3%	.	2%	14%
> CCN(CC)c1nc2ccccc2nc1C(C#N)C(=O)NCCc1ccccc1 (centres undefined)
  .	8	.	-10%	i	6	.	.	104%	.	15%	19%
> CCc1ccc(CNCc2cccnc2)cc1
  2.5	12	-13%	7%	i	0	6.0	-4%	-5%	0.0	-2%	14%
> CCOc1ccccc1N(C(=O)Cn1nnnc1-c1ccc(C)o1)C(CC)C(=O)NC(C)(C)C (centres undefined)
  0.0	13	-6%	7%	i	10	0.0	-18%	4%	0.0	-2%	9%
> Fc1ccc(CSc2ncnc3c2oc2ccccc23)cc1
  .	7	-6%	-17%	i	12	.	4%	0%	.	-2%	6%
> CCCCNC(=O)N(C)c1nncnc1C(=O)NC
  .	0	0%	.	i	2	.	4%	1%	.	0%	4%
> O=C(NCc1ccc2c(c1)OCO2)c1cccc(S(=O)(=O)N2CCCCC2)c1
  .	10	-2%	4%	i	9	.	-4%	-3%	.	-6%	8%
> COc1cc(C(=O)N2CCN(c3cccc(C)c3C)CC2)cc(OC)c1OC
  .	0	38%	21%	i	5	.	67%*	1%	.	62%*	1%
> COc1ccc(Cc2nc(-c3ccc(Cl)cc3)no2)cc1
  .	6	-21%	11%	i	11	.	-26%	-5%	.	1%	19%
> COc1cc(C(=O)O)cc(Br)c1OC1CCCC1
  .	18	0%	0%	i	8	.	-4%	-6%	.	.	13%
> Cc1cc2c(N=O)c(NO)ccc2[nH]1
  .	0	79%*	3%	i	9	.	67%*	4%	.	-7%	22%
> CC(C)N1CCC2(CC1)N=C(c1ccc3c(c1)OCO3)CC(c1cc(Cl)ccc1O)N2 (centres undefined)
  .	9	3.5µM*	.	i	6	.	4.2µM*	-4%	.	39%	15%
> O=C(Cn1c(NCCCO)nc2ccccc21)c1cccc(Br)c1
  .	8	0%	8%	i	7	.	5%	-3%	.	-9%	10%
> CC(=O)CC(=O)Nc1ccccc1NC(C)=O
  4.5	0	-8%	2%	i	0	4.5	-26%	-1%	0.0	-3%	1%
> Cc1nn2c3ccccc3nc2n(C)c1=O
  .	13	-10%	0%	i	8	.	5%	0%	.	-1%	16%
> NS(=O)(=O)c1ccc(CCNc2cc(=O)n(Cc3ccc(F)cc3)c(=O)[nH]2)cc1
  .	7	-14%	5%	i	6	.	-12%	4%	.	-2%	13%
> CCN1CCN(Cc2nc3c(c(=O)n(C)c(=O)n3C)n2CCc2ccccc2)CC1
  .	3	0%	4%	i	0	.	-8%	-1%	.	-2%	4%
> O=C(NCCCNC(=O)c1ccco1)c1ccco1
  .	17	-23%	.	i	6	.	-6%	3%	.	7%	9%
> O=C1c2ccccc2C(=O)N1SC1CCCCC1
  .	10	9%	.	i	4	.	1%	-1%	.	16%	11%
> COc1cccc(C2/C(=C(/O)c3ccncc3)C(=O)C(=O)N2CCCN2CCOCC2)c1OC (centres undefined)
  .	6	6%	.	i	3	.	-1%	-10%	.	-1%	5%
> COc1ccc(C)cc1NC(=O)c1nnn(Cc2cc(C)ccc2C)c1N
  .	0	-4%	-2%	i	1	.	8%	0%	.	1%	5%
> CN(C)C(=O)CSc1nnc([C@H](Cc2c[nH]c3ccccc23)NC(=O)OC(C)(C)C)o1
  2.5	11	34%	-11%	i	3	2.0	48%	-2%	0.0	13%	6%
> Cc1ccnc(NS(=O)(=O)c2ccc(N=CC3=C(O)CC(C)(C)CC3=O)cc2)n1
  0.0	7	11%	3%	i	10	2.5	10%	-1%	0.0	-1%	15%
> Cc1ccccc1OCCN1C(=O)c2ccccc2C1=O
  .	0	12%	.	i	6	.	1%	-10%	.	4%	13%
> CCOC(=O)c1cnc(-n2nc(C)cc2C)nc1Nc1ccc2c(c1)OCO2
  .	10	.	6%	i	0	.	.	-9%	.	4%	18%
> CC(=O)Nc1ccc(Oc2ccc3nc(C)[nH]c3c2)cc1
  0.0	6	-5%	.	i	5	1.5	-8%	-7%	0.0	4%	18%
> Nc1ccc2oc(-c3cc(Br)ccc3Cl)nc2c1
  .	2	20%	7%	i	8	.	19%	-4%	.	-14%	7%
> CC(NS(C)(=O)=O)C(c1cccs1)N1CCN(c2ccccc2F)CC1 (centres undefined)
  .	7	.	9%	i	0	.	.	.	.	-10%	.
> Cc1ccc(S(=O)c2ccc(C)cc2)cc1
  .	0	6%	23%	i	6	.	-12%	-4%	.	0%	4%
> CC1=C(C(=O)NCc2ccccn2)C2(CCC(C)CC2)OC1=O (centres undefined)
  0.0	0	-7%	.	i	7	3.5	-8%	-5%	0.0	-11%	14%
> COCCn1c(SCC(=O)Nc2cc(C)on2)nnc1-c1c[nH]c2ccccc12
  .	5	-2%	6%	i	2	.	-2%	-5%	.	6%	8%

Additional records.
Values run as follows: Spn DPM-DC inh pilot screen %	Spn PMK inh	HPDE-C7K KRASV12	LYP phosphatase	Spn DPM-DC inh	MK inhibit	Spn PMK inh pilot replicates	HPDE-C7 cytotoxicity	Bfl-1 displacement	MK inhibit pilot replicates	HT1080 viability	TNAP inhibition
> COC(=O)Cn1cnc2sc(C)c(S(=O)(=O)N3CCC(C)CC3)c2c1=O
  0.5	0	6%	.	i	1	0.5	-7%	1%	0.0	1%	10%
> Cc1cc(NS(=O)(=O)c2ccc(NC(=O)C(C)Oc3ccc4c(C)cc(=O)oc4c3)cc2)no1 (centres undefined)
  .	6	-12%	13%	i	9	.	-10%	2%	.	-3%	3%
> O=C(CN1CCN(Cc2ccccc2)CC1)N1CCCc2c1c(=O)oc1ccc(O)cc21
  .	16	-6%	9%	i	0	.	5%	-6%	.	-3%	7%
> Cc1cc(C)n2nc(SCC(=O)N(C)c3ccccc3)nc2n1
  2.0	1	-1%	3%	i	5	2.0	-4%	-8%	0.0	0%	19%
> CCOC(=O)Cc1csc(NC(=O)c2ccc(C)o2)n1
  .	1	-18%	6%	i	12	.	-6%	-2%	.	0%	7%
> COc1ccc(-c2nc(C(N)=O)c3[nH]c(=O)n(-c4cccc(Cl)c4)c3n2)cc1OC
  0.5	11	20%	10%	i	1	0.5	27%	50%	0.0	0%	2%
> CC(C)c1ccc(CNc2ccc(N3CCOCC3)cc2)cc1
  0.0	13	7%	12%	i	2	2.0	1%	-4%	0.0	-2%	14%
> O=C(NC1CCN(Cc2ccccc2)CC1)C1CCN(S(=O)(=O)c2cccc3cccnc23)CC1
  0.5	0	5%	.	i	4	0.0	3%	-5%	5.0	-7%	19%
> O=C(NCCCNC(=O)c1ccccn1)c1ccccn1
  0.0	25*	10%	8%	i	0	0.5*	15%	-2%	0.0	-1%	14%
> CN(C(=O)COC(=O)c1ccc2c(c1)OCO2)C1CCS(=O)(=O)C1 (centres undefined)
  .	13	10%	.	i	3	.	7%	-5%	.	4%	-5%
> CC(=O)C1=C(C)NC(SCSc2ccccc2)=C(C#N)C1c1cccnc1 (centres undefined)
  4.5	0	-6%	5%	i	11	0.0	-21%	4%	6.5	3%	8%
> Cc1cc(C)n(-c2ccc(Cl)c(C(=O)Nc3ccc(-c4nnc5n4CCCCC5)cc3)n2)n1
  .	21	-11%	.	i	0	.	-3%	-14%	.	2%	14%
> COc1ccc(N2CC(O)=C(c3nc4ccccc4s3)C2=N)c(OC)c1
  .	13	12%	12%	i	0	.	21%	-6%	.	0%	-3%
> Cn1c(=O)cc(SCC(=O)NCCCN2CCOCC2)c2ccccc21
  .	12	0%	9%	i	3	.	-8%	-1%	.	5%	2%

Screens: PubChem BioAssay, several laboratories
